# Insulin prom up: MIN6 insulin promoter up-regulation; MIN6 insulin promoter-GFP reporter, high-content imaging; hits give high values; actives 0.3% (n = 190,000); z-score at 5 µM;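 active means z-score above 3 at 5 µM with at least 500 cells counted in the well; inconclusive means wells under 500 cells, flagged as cytotoxic or low count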
# TNAP activation fold: stimulation of alkaline phosphatase TNAP activity – biochemical, luminescent, no phosphate acceptor, uHTS, primary screen (AID 1001) | activation fold at 20 µM; hits with a dose series show EC50 in µM | actives 0.03% (n = 200,000) | purified TNAP, luminescent activation assay, no phosphate acceptor; higher activation fold means a stronger effect; in the data active means activation fold from about 3, or a potency from the dose series; inactive means the rest, 99 in 100 with activation fold below about 1.6; further: many of its hits are not listed in these tables
# PMI inhibition: MPI inhibition at elevated mannose 6-phosphate – biochemical, fluorescence intensity, high mannose 6-phosphate, primary screen (AID 1220); recombinant PMI enzyme, coupled fluorescence intensity; higher % means a stronger effect; inhibition, % at 20 µM, or IC50 in µM where a hit was titrated; actives 0.66% (n = 190,000)
# RSV CPE inhibition: inhibition of RSV-induced cytopathic effect – HEp-2 cells, primary 10 µM value included (AID 2391) | one-dose CPE inhibition, % at 10 µM; IC50 in µM for titrated hits | HEp-2 cells, RSV-induced CPE inhibition; higher % means a stronger effect | actives 0.13% (n = 310,000); in the data active means a potency from the dose series; inconclusive means CPE inhibition mostly from about 23% at the one dose, without a potency; inactive means the rest, 99 in 100 with CPE inhibition below about 21%; further: strong numbers were not always called active
# human PMI inhibition: inhibitors of human PMI, primary screen, biochemical, fluorescence intensity, coupled assay (AID 1209); purified PMI enzyme, coupled fluorescence intensity; higher % means a stronger effect; one-dose inhibition, % at 20 µM; IC50 in µM for titrated hits; actives 0.42% (n = 190,000);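 further: plate controls were DMSO vehicle for no effect and wells lacking substrate for full effect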
# West Nile antiviral: West Nile virus antiviral activity, cell-based, CPE readout (AID 1621) | one-dose CPE inhibition, % at 10 µM; IC50 in µM for titrated hits | West Nile virus-infected cells, CPE inhibition; higher % means a stronger effect | actives 0.02% (n = 290,000); in the data active means a potency from the dose series; inconclusive means CPE inhibition mostly from about 3.7% at the one dose, without a potency; inactive means the rest, 99 in 100 with CPE inhibition below about 2.2%; further: strong numbers were not always called active
# ER stress rescue: protection against thapsigargin-triggered cell killing – 384-well, CSM14.1, ATP luminescence, primary screen (AID 1222); CSM14.1 thapsigargin-induced death rescue, ATP luminescence; higher % means a stronger effect; one-dose cellular ATP content (survival), % at 20 µM; EC50 in µM for titrated hits; 190,000 tested, under 10 active;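 active means EC50 below 50 µM in the dose-response confirmation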;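 further: death triggered by thapsigargin at about 15 µM added after 2 h compound pretreatment; cell ATP read after overnight thapsigargin exposure of roughly 18 to 22 hours; normalized against plate controls of thapsigargin alone and 5% DMSO vehicle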
# Salmonella PhoP GFP: inhibitors of PhoP regulon expression, primary screen, Salmonella Typhimurium, GFP reporter (AID 1863) | S. Typhimurium PhoP-regulated promoter GFP reporter, 4 h; higher % means a stronger effect | inhibition, % at 50 µM, or IC50 in µM where a hit was titrated | actives 0.16% (n = 300,000);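 active means inhibition over 29.93%, a cutoff 3 SD above the screen mean, later confirmed by dose response; inconclusive means inhibition over 29.93% but no dose response follow-up; inactive means inhibition at most 29.93% or unconfirmed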;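 further: 0% = low Mg2+ inducing control and 100% = high Mg2+ repressing control; strong numbers were not always called active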
# Large T inhibition: TAg ATPase/helicase activity blockers – biochemical (AID 1903). one-dose inhibition, % at 20 µM; IC50 in µM for titrated hits. SV40 large T antigen ATPase/helicase inhibition assay; higher % means a stronger effect. actives 0.39% (n = 310,000); in the data active means a potency from the dose series; inconclusive means inhibition mostly from about 32% at the one dose, without a potency; inactive means the rest, 99 in 100 with inhibition below about 32%; further: strong numbers were not always called active
# Insulin prom up cell count: second read-out of Insulin prom up, no call of its own (marks repeat the call); cell count; measured here: cytotoxicity, nuclei count;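 total cells summed across four imaged fields per well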
# The depositor's hits bear a star; ? = inconclusive; . = no result given. Unless noted, no stated cut-off is given here; in the data, active means inhibition above about 50%; inactive means the rest. Compounds were not picked by outcome, and some 1.5% of all compounds hit somewhere here.
SMILES,Insulin prom up,Insulin prom up cell count,TNAP activation fold,PMI inhibition,RSV CPE inhibition,human PMI inhibition,West Nile antiviral,ER stress rescue,Salmonella PhoP GFP,Large T inhibition
S=c1[nH]nc(COc2ccc(Cl)cc2)n1-c1ccccc1,.,.,.,.,3.5%,.,-1.0%,.,-1%,12%
Cc1cccc(CN2CCC(CNC(=O)CCNC(=O)Cn3ccc4ccccc4c3=O)CC2)c1,0.24,1723,1.1,7%,-0.8%,14%,-0.2%,-2.4%,-4%,0%
COc1cccc(NC(=O)CSCc2n[nH]c(=O)[nH]2)c1,-0.12,1359,1.1,-1%,0.4%,4%,0.3%,-1.8%,0%,-1%
CC(=O)c1ccc(N/N=C(/C(N)=O)C2=NC(C)(C)Cc3ccccc32)cc1,.,.,1,12%,?,21%,1.7%,1.3%,6%,2%
Cc1ccc(C(=O)COC(=O)CNS(=O)(=O)c2ccc(C)cc2)cc1,.,.,.,.,0.9%,.,-0.3%,.,4%,6%
COc1ccc(-n2nnnc2SCC(=O)Nc2nnc(C)s2)cc1,0.27,820,1.1,7%,0.4%,1%,1.1%,-0.3%,5%,3%
Cc1cccc2cc(C#N)c(NCCNC(=O)NC3CCCCC3)nc12,.,.,1.2,-6%,1.9%,2%,0.0%,.,-2%,5%
COc1ccc(NS(=O)(=O)c2cc(NC(=O)c3ccco3)ccc2N2CCCC2)cc1,-1.4,1391,1.1,6%,-1.0%,15%,0.7%,-2.1%,1%,12%
CCN(CC)S(=O)(=O)c1cccc(C(=O)OCC(=O)N2CC(=O)Nc3ccccc32)c1,0.23,1072,0.9,0%,2.9%,-1%,0.8%,-1.2%,-1%,0%
CCCCC(CC)CNC(=O)CC1Nc2c3ccccc3nc(=S)n2C1=O (stereo not given),.,.,1.1,-22%,0.3%,-25%,-0.7%,-2.2%,-5%,2%
CCCn1c(C)cc(C(=O)Cn2nnc3ccccc3c2=O)c1C,.,.,1.1,3%,-1.1%,4%,-0.9%,-1.4%,-4%,8%
O=C1[C@@H]2Cc3c([nH]c4ccccc34)CN2C(=O)CN1CCO,.,.,.,.,0.3%,.,-0.2%,.,12%,2%
CC(C)CSC1=NSC2=NC(=O)/C(=C\c3ccccc3)C(=N)N12,0.24,1244,1,-10%,-0.1%,-8%,1.2%,-0.3%,12%,0%
CN=C1SC(CC(=O)Nc2cccc(Cl)c2Cl)C(=O)N1C (stereo not given),0.29,1198,1.1,-3%,1.3%,-2%,-0.2%,-1.4%,2%,4%
O=C(NCCN1CCN(C(=O)c2cccc(Br)c2)CC1)C(=O)Nc1ccc(Br)cc1,.,.,.,.,17%,.,-1.2%,.,5%,8%
Cc1cccc(C(=O)Oc2ccc(/C=N/NC(=O)c3ccncc3)cc2)c1,-0.17,1023,1,-7%,-0.7%,-19%,0.8%,-0.4%,-6%,10%
CCCCOC(=O)NCN1C(=O)C2C3C=CC(C3)C2C1=O (stereo not given),1.1,1217,1.1,0%,-1.6%,0%,-0.2%,-1.9%,18%,-1%
NC(=O)c1cccc(NC(=O)CCCCC(=O)Nc2cccc(C(N)=O)c2)c1,.,.,.,.,0.0%,.,-0.1%,.,-7%,1%
CCN(CC)CCNC(=O)c1ccc(NS(=O)(=O)c2ccc3c(c2)OCCO3)cc1,-0.35,1302,1,5%,-2.0%,4%,0.4%,-0.6%,-6%,4%
COc1cccc(SCC2(O)CCN(C(=O)c3ccc(Cl)cc3)CC2)c1,1.2,1501,1,12%,0.0%,13%,-0.2%,-0.3%,0%,4%
C=C(C)CNC(=S)Nc1cccc(N)n1,-0.52,1597,1.5,38%,.,28%,-0.2%,0.5%,4%,-2%
COc1cc(OC)cc(C(=O)N2CCN(C(=O)COc3ccc4ccccc4c3)CC2)c1,0.08,1021,1,-2%,1.9%,0%,-0.4%,-2.4%,-11%,7%
NC(=O)c1nsc(C(=O)N(c2ccccc2)C(C(=O)NC2CCCCC2)c2ccc(O)cc2)c1N (stereo not given),.,.,.,.,1.9%,.,-0.4%,.,2%,11%
O=C(c1cc(COc2ccc(F)cc2Cl)on1)N1CCc2ccccc2C1,-0.44,1441,1.1,15%,1.4%,24%,-0.4%,0.7%,3%,0%
CC1=C(C(=O)OCc2ccccc2)C(c2cccc(F)c2)NC(=O)N1 (stereo not given),.,.,.,.,16%,.,-0.7%,.,-7%,1%
Cc1ccc(C)c(NS(=O)(=O)c2cc(C(=O)NCC3CCCO3)ccc2C)c1 (stereo not given),.,.,.,.,2.1%,.,-0.4%,.,-5%,10%
N#Cc1ccc(C23CC4(C2)[C@H](CN(Cc2ccc(C(F)(F)F)cc2)[C@@H]4c2ccccc2)C3c2ccc(C(F)(F)F)cc2)cc1 (stereo not given in full),-0.57,863,.,.,-1.6%,.,0.5%,.,-2%,14%
CCCn1c(SCC(=O)Nc2ccc(S(=O)(=O)N(C)C)cc2)n[nH]c1=O,-0.3,1542,1,9%,1.5%,10%,0.3%,0.3%,-4%,1%
CCOC(=O)Cc1csc(N/N=C/c2cccc([N+](=O)[O-])c2)n1,.,.,.,.,3.0%,.,-0.1%,.,-1%,-5%
Cc1ccc(SCC(=O)Nc2ncc(C)s2)cc1,1.5,1353,1,1%,5.3%,2%,-0.1%,-2.3%,5%,-2%
CC(Sc1nnc(-c2ccncc2)n1C)C(=O)Nc1nccs1 (stereo not given),.,.,.,.,0.9%,.,0.3%,.,-4%,8%
O=C(Nc1cnccn1)c1ccc(Cl)cc1,.,.,.,.,0.7%,.,-0.1%,.,-1%,4%
CCC(CC)c1nc2cc(OC)c(OC)cc2c(=O)o1,-1.1,1132,1.1,3%,-0.2%,14%,-0.1%,-1.1%,5%,4%
CC(C)CCNC(=O)c1cn(CC(C)C)c(=O)c2c1c1ccccc1n2C,.,.,.,.,0.7%,.,0.8%,.,13%,18%
CCCOc1ccc(N2C(=O)CC(NCc3ccncc3)C2=O)cc1 (stereo not given),0.29,1220,1.2,6%,3.3%,10%,0.1%,1.4%,-3%,4%
CC(=O)Nc1ccc(S(=O)(=O)NCc2nc(-c3cccc(C)c3)no2)cc1,.,.,.,.,0.0%,.,-0.2%,.,-6%,6%

# Part of the list above, with two lines to a compound.
# Values run as follows: Insulin prom up | Insulin prom up cell count | TNAP activation fold | PMI inhibition | RSV CPE inhibition | human PMI inhibition | West Nile antiviral | ER stress rescue | Salmonella PhoP GFP | Large T inhibition
- O=C(c1cc(COc2ccc(F)cc2Cl)on1)N1CCc2ccccc2C1
  -0.44 | 1441 | 1.1 | 15% | 1.4% | 24% | -0.4% | 0.7% | 3% | 0%
- CC1=C(C(=O)OCc2ccccc2)C(c2cccc(F)c2)NC(=O)N1 (stereo not given)
  . | . | . | . | 16% | . | -0.7% | . | -7% | 1%
- Cc1ccc(C)c(NS(=O)(=O)c2cc(C(=O)NCC3CCCO3)ccc2C)c1 (stereo not given)
  . | . | . | . | 2.1% | . | -0.4% | . | -5% | 10%
- N#Cc1ccc(C23CC4(C2)[C@H](CN(Cc2ccc(C(F)(F)F)cc2)[C@@H]4c2ccccc2)C3c2ccc(C(F)(F)F)cc2)cc1 (stereo not given in full)
  -0.57 | 863 | . | . | -1.6% | . | 0.5% | . | -2% | 14%
- CCCn1c(SCC(=O)Nc2ccc(S(=O)(=O)N(C)C)cc2)n[nH]c1=O
  -0.3 | 1542 | 1 | 9% | 1.5% | 10% | 0.3% | 0.3% | -4% | 1%
- CCOC(=O)Cc1csc(N/N=C/c2cccc([N+](=O)[O-])c2)n1
  . | . | . | . | 3.0% | . | -0.1% | . | -1% | -5%
- Cc1ccc(SCC(=O)Nc2ncc(C)s2)cc1
  1.5 | 1353 | 1 | 1% | 5.3% | 2% | -0.1% | -2.3% | 5% | -2%
- CC(Sc1nnc(-c2ccncc2)n1C)C(=O)Nc1nccs1 (stereo not given)
  . | . | . | . | 0.9% | . | 0.3% | . | -4% | 8%
- O=C(Nc1cnccn1)c1ccc(Cl)cc1
  . | . | . | . | 0.7% | . | -0.1% | . | -1% | 4%
- CCC(CC)c1nc2cc(OC)c(OC)cc2c(=O)o1
  -1.1 | 1132 | 1.1 | 3% | -0.2% | 14% | -0.1% | -1.1% | 5% | 4%

# Carrying on.
SMILES,Insulin prom up,Insulin prom up cell count,TNAP activation fold,PMI inhibition,RSV CPE inhibition,human PMI inhibition,West Nile antiviral,ER stress rescue,Salmonella PhoP GFP,Large T inhibition
CCOC(=O)c1c(-c2ccc(C)o2)csc1NC(=S)NC(=O)N(C)C,-0.7,1620,0.9,26%,.,26%,1.9%,-2.8%,-10%,28%
NC(=O)CCn1c(C(=O)c2cc(Cl)c(N)c(Cl)c2)c2ccccc2[n+]1[O-],.,.,.,.,4.3%,.,-0.6%,.,-2%,8%
O=C(O)c1ccc(/C=N/NC(=O)c2cc(-c3cccs3)nc3ccccc23)cc1,0,1344,1.1,-9%,2.3%,-8%,0.1%,0.0%,-14%,12%
COc1ccc(-c2nc(CN3CCCCC3c3nccn3C)c(C)o2)c(C)c1C (stereo not given),-2.3,1215,1.2,5%,-1.3%,10%,-0.7%,5.0%,8%,5%
COc1ccc(NC(=S)N2CCC(NC(=O)c3cccc(C)c3)CC2)cc1,.,.,.,.,-0.2%,.,-0.4%,.,4%,19%
COc1ccc(C2/C=C\CN(C(=O)Nc3ccc(C(F)(F)F)cc3)CC(=O)N2Cc2ccc(F)cc2)cc1 (stereo not given),.,.,.,.,-4.4%,.,-0.6%,.,-3%,17%
COc1ccc(NC(=O)CSc2nccn2-c2ccccc2)cc1,-0.5,1225,1.1,4%,1.3%,13%,-0.2%,2.1%,33%,22%
O=C1CC(/C=C/c2cccnc2)=Nc2ccccc2N1,0.3,1308,1.1,2%,1.8%,-14%,0.8%,-1.2%,1%,10%
Cc1cccc2cc(CN(C(=O)c3cccc([N+](=O)[O-])c3)C(C)C)c(=O)[nH]c12,-0.24,952,.,.,8.5%,.,0.1%,.,-1%,15%
COc1ccc2c(CC(=O)N3CCN(S(=O)(=O)c4cccs4)CC3)coc2c1,0.8,1134,1.1,14%,2.1%,14%,-1.2%,0.8%,3%,5%
Cn1ncc2c(Nc3cccc(Cl)c3)nc(Nc3cccc(Cl)c3)nc21,-0.59,864,.,.,-3.9%,.,-1.3%,.,0%,7%
CC(C)(C)c1n[nH]c(=S)n(N)c1=O,-0.32,1533,1.1,1%,3.5%,3%,0.0%,-1.4%,-4%,0%

# Reprinted at random: two records from the list, in no set order.
SMILES,Insulin prom up,Insulin prom up cell count,TNAP activation fold,PMI inhibition,RSV CPE inhibition,human PMI inhibition,West Nile antiviral,ER stress rescue,Salmonella PhoP GFP,Large T inhibition
COc1ccc(-c2nc(CN3CCCCC3c3nccn3C)c(C)o2)c(C)c1C (stereo not given),-2.3,1215,1.2,5%,-1.3%,10%,-0.7%,5.0%,8%,5%
COc1ccc2c(CC(=O)N3CCN(S(=O)(=O)c4cccs4)CC3)coc2c1,0.8,1134,1.1,14%,2.1%,14%,-1.2%,0.8%,3%,5%

# Bioassay records as filed in PubChem.
